# Bioassay records (PubChem BioAssay)
# Polio RdRp inh = poliovirus RdRp elongation inhibitors, primary screen, biochemical, fluorescence polarization, total intensity | Genome polyprotein (Poliovirus type 1 (strain Mahoney)), P03300 | poliovirus polymerase elongation; stronger effect = lower value | % elongation, % (compound at 16.7 µg/mL) | 150,000 compounds, 0.66% hits | AID 588519, 2011; in the data active means % elongation below about 90%; further: some results filed as inactive read as strong as hits
# Target sequence (P03300 1749-2209 limits assumed): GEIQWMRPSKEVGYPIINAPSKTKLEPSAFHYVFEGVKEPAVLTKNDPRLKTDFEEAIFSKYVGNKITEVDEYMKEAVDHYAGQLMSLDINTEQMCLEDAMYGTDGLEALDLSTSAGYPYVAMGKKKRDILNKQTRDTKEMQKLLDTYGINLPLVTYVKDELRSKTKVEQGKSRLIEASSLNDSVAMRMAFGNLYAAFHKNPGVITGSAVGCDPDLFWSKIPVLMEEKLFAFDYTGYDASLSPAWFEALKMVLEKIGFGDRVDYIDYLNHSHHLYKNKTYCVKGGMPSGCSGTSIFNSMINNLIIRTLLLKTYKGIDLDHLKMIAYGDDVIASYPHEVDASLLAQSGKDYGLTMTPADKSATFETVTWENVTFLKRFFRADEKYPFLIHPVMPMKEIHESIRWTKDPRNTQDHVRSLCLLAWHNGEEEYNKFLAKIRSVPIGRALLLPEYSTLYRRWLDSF
# Polio RdRp inh FP z-score = recorded beside Polio RdRp inh, whose call it bears; z-score; measured here: FP z-score; hits read low
# * marks the source's active call; other numbers are inactive results; & = joins results of further samples.
# Value order: Polio RdRp inh	Polio RdRp inh FP z-score
N#Cc1c(SCC(=O)NCC2CCCO2)nc2c(c1-c1ccco1)CCCC2 (centres undefined)
→ 121.0	2.6
CCOC(=O)N1CCC(NC(=O)C(C)n2c3ccccc3c3cnn(C)c(=O)c32)CC1 (centres undefined)
→ 103.0	0.6
COC(=O)C(CO)Nc1ncnc2onc(-c3ccc(F)cc3)c12 (centres undefined)
→ 101.0	0.1
CC(=O)Nc1nc(COC(=O)c2cc(=O)[nH]c3ccccc23)cs1
→ 100.0	-0.1
O=C(CSc1nc2cc(Cl)ccc2s1)Nc1ccnn1C1CCCC1
→ 105.0	0.2
CCc1ccc(C(=O)Nc2nnn(CC)n2)cc1
→ 106.0	0.4
COc1cccc(CNC(=O)c2cc(=O)[nH]c3ccc(S(=O)(=O)N4CCCCC4)cc23)c1
→ 105.0	0.2
COc1ccc(CNC(=O)CCS(=O)(=O)c2cc(Br)cc3c2N(C(=O)C2CC2)CC3)cc1
→ 105.0	0
OC(CN1CCOCC1)c1ccc2cc[nH]c2c1 (centres undefined)
→ 100.0	0
CN(C)/N=C/C=C1\CCC(P(=S)(N2CCOCC2)N2CCOCC2)=C1N1CCOCC1
→ 102.0	0
Cc1ccc(C(CC(=O)Nc2ccc(F)c(Cl)c2)N2Cc3ccccc3C2=O)cc1 (centres undefined)
→ 105.0	-0.4
O=C(Nc1ccc(F)cc1)c1ccc(CN2CC(=O)N3CCCCC3C2=O)cc1 (centres undefined)
→ 108.0	-0.3
NS(=O)(=O)c1ccc(N=Cc2c3ccccc3cc3ccccc23)cc1
→ 102.0	0
Cc1cc(C)cc(NC(=O)C(=O)NC(C)c2ccccc2)c1 (centres undefined)
→ 105.0	0.1
O=C(CC1NCCNC1=O)Nc1ccc(F)c(Cl)c1 (centres undefined)
→ 100.0	-1.4
CN(CCO)c1ccc(C(F)(F)F)cn1
→ 106.0	1.6
CCC(C)c1ccc(C2=Nn3c(nnc3C(C)C)SC2)cc1 (centres undefined)
→ 74.0*	-5.1*
CCOc1ccc(C2c3c(-c4cc(C)ccc4O)n[nH]c3C(=O)N2Cc2cccnc2)cc1OCC (centres undefined)
→ 111.0	1
O=C(/C=C/c1ccco1)Nc1cccc(NC(=O)/C=C/c2ccco2)n1
→ 95.0	-0.9
CC(C)C(C)(C#N)NC(=O)CSc1nnc2ccccn12 (centres undefined)
→ 109.0	0.9

# Entries shown so far with a cyano group (2):
# Value order: Polio RdRp inh	Polio RdRp inh FP z-score
N#Cc1c(SCC(=O)NCC2CCCO2)nc2c(c1-c1ccco1)CCCC2 (centres undefined)
→ 121.0	2.6
CC(C)C(C)(C#N)NC(=O)CSc1nnc2ccccn12 (centres undefined)
→ 109.0	0.9

# (list continues)
# Value order: Polio RdRp inh	Polio RdRp inh FP z-score
CCOc1ccc(CNC(=O)c2cnc3sc(N4CCOCC4)nn3c2=O)cc1OC
→ 104.0	-0.1
O=C(OCc1cccc(C(F)(F)F)c1)c1ccc(-c2nnn(Cc3ccc(F)cc3)n2)cc1
→ 104.0	0.1
COc1ccc(Oc2ncccc2NC(=O)c2ccc(OC)cc2)cc1
→ 108.0	0.8
O=C(c1ccco1)N(Cc1ccccc1)Cc1cn(-c2ccccc2)nc1-c1cccs1
→ 100.0	0
CCOC(=O)N1CCN(C(=S)NC(=O)c2cc(Br)ccc2Cl)CC1
→ 100.0	0
CCOC(=O)c1cc(-c2ccc(C)cc2)n(CC(=O)NCC2CCCO2)c1C (centres undefined)
→ 103.0	0.7
CN(C)S(=O)(=O)c1cccc(COC(=O)CN2CCCCCC2=O)c1
→ 102.0	0
Cc1cc(C)c(NC(=O)c2oc3c(c2C)-c2[nH]ncc2CC3)c(C)c1
→ 108.0	0.2
COc1ccccc1-c1cc(C(=O)Nc2cc(Cl)ccc2O)no1
→ 108.0	0.8
Cc1cccc(CN2C(=O)c3ccccc3Sc3ccc(C(=O)N4CCCC4)cc32)c1
→ 115.0	1.2
Cn1c(=O)cc(N)n(Cc2ccccc2)c1=O
→ 104.0	0.2
COc1ccc(C(=O)CC2(O)C(=O)N(CN3CCOCC3)c3ccc(Br)cc32)cc1 (centres undefined)
→ 111.0	0.9
CSc1nn(-c2ccccc2)cc1-c1nc(C(C)(C)C)cs1
→ 101.0	-0.4
CCc1ccc(CN(C(=O)c2ccc(OC)cc2)C2CCS(=O)(=O)C2)cc1 (centres undefined)
→ 100.0	-1.2
Cc1n[nH]c(C)c1S(=O)(=O)Nc1ccc(Br)cc1F
→ 111.0	1.9
COc1cccc(N2C(=O)CSC23C(=O)N(Cc2ccccc2)c2ccccc23)c1 (centres undefined)
→ 102.0	-0.6
CC1CCC2(CC1)C(=O)NC(=O)N2C (centres undefined)
→ 100.0	-0.4
CCN=C1S/C(=C\c2ccc(OC)c(OC)c2)C(=O)N1CC
→ 98.0	-0.8
CCN(CC)C(=O)c1ccccc1C
→ 100.0	-0.2
CC(=O)c1cccc(NC(=O)CCn2nc(C)c(S(=O)(=O)N(C)C)c2C)c1
→ 106.0	0

# (more compounds)
# Value order: Polio RdRp inh	Polio RdRp inh FP z-score
COCCN(C(=O)Nc1ccccc1OC)c1nc2ccccc2s1
→ 101.0	-0.3
CCOc1ccc(CCNC(=O)c2ccc3nc(CC)c(CC)nc3c2)cc1
→ 104.0	-0.3
O=C(Nc1ccc2c(c1)OCO2)c1c(Cl)nc2ccccn12
→ 100.0	-0.3
O=C(c1cc(-c2ccc(F)cc2)no1)N1CCN(c2cccc(Cl)c2)CC1
→ 104.0	0.9
COC(=O)CNc1cc[nH]c(=O)c1C#N
→ 101.0	0.3
Cc1cc(C)c(C(N)=O)c(SCC(=O)Nc2c(C)n(C)n(-c3ccccc3)c2=O)n1
→ 103.0	0.1
c1cncc(-c2nc(NCCSCc3ccco3)c3ccccc3n2)c1
→ 105.0	0.4
CCOC(=O)C1=C(C)NC2=C(C(=O)CC(c3ccco3)C2)C1c1ccc(C(F)(F)F)cc1 (centres undefined)
→ 101.0	0.1
CCc1ccc(-n2nc3cc(C)c(NC(C)=O)cc3n2)cc1
→ 99.0	-0.9
NC(=O)C1(N2CCCCC2)CCN(S(=O)(=O)c2ccc(Cl)s2)CC1
→ 100.0	-1
CC1CCCN(C(=O)COC(=O)COc2ccc(Cl)cc2)C1 (centres undefined)
→ 105.0	1.6
CCC1(CO)COC(c2ccco2)OC1 (centres undefined)
→ 101.0	-0.3
O=C(Nc1ccccc1)N(Cc1ccco1)Cc1cccs1
→ 101.0	-0.3
Cc1ccc(OCCc2csc(N)n2)cc1
→ 105.0	1.1
COC(=O)c1sccc1S(=O)(=O)N1CCN(c2cccc(C)c2C)CC1
→ 100.0	-1.5
Cc1ccc(S(=O)(=O)N(C)c2nc3ccccc3nc2N2CCN(Cc3ccccc3)CC2)cc1
→ 105.0	0.4
O=C(c1ccccc1)N1CCc2ccccc21
→ 101.0	-0.2
CC1(C)C2CC[C@]3(C)C(C(=O)C=C4[C@@H]5C[C@@](C)(C(=O)O)CC[C@]5(C)CC[C@]43C)[C@@]2(C)CC[C@@H]1OC(=O)CCC(=O)O (some centres undefined)
→ 98.0	-0.4
CSc1ccccc1N1C(=O)CC(Sc2ccccc2C(=O)O)C1=O (centres undefined)
→ 102.0	0.1
C=CCNc1oc(-c2ccccc2C)nc1C#N
→ 100.0	-0.1

# The listing continues:
# Value order: Polio RdRp inh	Polio RdRp inh FP z-score
COC(=O)c1ccc(NC(=O)CSc2nc3cc4c(cc3cc2C#N)OCCO4)cc1
→ 103.0	0.6
Cc1ccc(CN(CC(=O)O)Cc2cn(-c3ccccc3)nc2-c2cccs2)cc1
→ 99.0	-0.5
O=C(/C=C1/SC(=O)NC1=O)Nc1nccs1
→ 96.0	-0.9
CCOc1ccc(N(CC(=O)NCc2ccc(Cl)cc2)S(=O)(=O)c2c(C)noc2C)cc1
→ 110.0	1.1
CC(C)c1ccc(NCc2nc(-c3ccc(Cl)cc3Cl)no2)cc1
→ 102.0	0.2
COc1ccc(CNC(=O)C2CCN(S(=O)(=O)c3cnc[nH]3)CC2)cc1
→ 102.0	0.2
COc1ccc(Cl)cc1NC(=O)CSc1nccn1Cc1ccco1
→ 107.0	-0.1
O=S(=O)(c1ccc(-c2cc(C(F)(F)F)no2)s1)N1CCCc2ccccc21
→ 102.0	0.5
CC(C)(C)C(=O)OCC1OC(n2cnc(C(N)=O)n2)C(O)C1O (centres undefined)
→ 100.0	0
O=C(NCC(c1ccco1)N1CCc2ccccc21)c1ccccc1 (centres undefined)
→ 103.0	0.4
CC(Nc1n[nH]c(=O)[nH]c1=O)C(=O)N/N=C/c1ccccc1 (centres undefined)
→ 100.0	0.2
CC(=O)Nc1ccc(NC(=O)c2cnn(-c3ccccc3)c2C2CCN(C(=O)OC(C)(C)C)CC2)cc1
→ 109.0	0.3
COc1ccc(CCN2COc3ccc4c5c(oc4c3C2)C(=O)c2ccccc2C5=O)cc1OC
→ 98.0	-0.6
N#Cc1c(-c2ccco2)cc(-c2ccccc2)nc1SCc1nc2ccccc2[nH]1
→ 103.0	-0.2
CCOc1cc2c(cc1OCC)-n1cccc1C(c1c(O)cccc1OC)NC2 (centres undefined)
→ 106.0	0.2
Cn1c(=O)c2nc(-c3ccccc3I)oc2c2ccccc21
→ 101.0	-0.2
Cc1ccc2c(c1)cc1c(=O)n(CC(=O)N3CCCCC3)nc(C)n12
→ 104.0	-0.7
COc1ccc(C2c3c(oc4cc(C)cc(C)c4c3=O)C(=O)N2Cc2ccco2)cc1OC (centres undefined)
→ 109.0	0.1
O=c1[nH]c2cc3c(cc2cc1CN(Cc1ccco1)S(=O)(=O)c1cccc(C(F)(F)F)c1)OCO3
→ 102.0	0
CCc1ccc(C(=O)COC(=O)c2cccc(-n3cccc3)c2)s1
→ 102.0	-0.1

# Next part, overlapping the part above by seven compounds.
# Value order: Polio RdRp inh	Polio RdRp inh FP z-score
N#Cc1c(-c2ccco2)cc(-c2ccccc2)nc1SCc1nc2ccccc2[nH]1
→ 103.0	-0.2
CCOc1cc2c(cc1OCC)-n1cccc1C(c1c(O)cccc1OC)NC2 (centres undefined)
→ 106.0	0.2
Cn1c(=O)c2nc(-c3ccccc3I)oc2c2ccccc21
→ 101.0	-0.2
Cc1ccc2c(c1)cc1c(=O)n(CC(=O)N3CCCCC3)nc(C)n12
→ 104.0	-0.7
COc1ccc(C2c3c(oc4cc(C)cc(C)c4c3=O)C(=O)N2Cc2ccco2)cc1OC (centres undefined)
→ 109.0	0.1
O=c1[nH]c2cc3c(cc2cc1CN(Cc1ccco1)S(=O)(=O)c1cccc(C(F)(F)F)c1)OCO3
→ 102.0	0
CCc1ccc(C(=O)COC(=O)c2cccc(-n3cccc3)c2)s1
→ 102.0	-0.1
CCn1c(=N)n(CC(O)COc2ccccc2)c2ccccc21 (centres undefined)
→ 106.0&99.0	0.2&-0.5
CN1/C(=C\C(=O)c2cccnc2)C(C)(C)c2ccccc21
→ 107.0	0.5
CN(C1CCCCC1)S(=O)(=O)c1ccc(C(=O)Nc2ccc3c(c2)C(=O)NC3=O)cc1
→ 102.0	0.1
Cc1ccccc1C(=O)N1CCc2c([nH]c3ccccc23)C1C(F)(F)F (centres undefined)
→ 107.0	0.6
O=C(Nc1ccc(F)cc1F)c1cc2ccc3cccnc3c2[nH]1
→ 107.0	0
CCCCNC(=O)Nc1ccc(C2SCCS2)cc1
→ 101.0	-0.3
CCc1nnc(NC(=O)CSC2=NC(=O)C(NC(C)=O)C(=O)N2)s1 (centres undefined)
→ 100.0	-0.3
Nc1cccc2c(S(=O)(=O)NC3CCCCC3)cccc12
→ 96.0	-1.3
Cc1ccc(C=Nc2c(F)cccc2F)o1
→ 105.0	1.5
COC(=O)c1cc2oc3ccccc3c2n1CC(=O)Nc1ccc(C)cc1C
→ 101.0	-1.7
Cc1ccc(CNC(=O)Cn2ccn(-c3ccc(F)c(F)c3)c(=O)c2=O)cc1
→ 101.0	-1
Cn1ccnc1SCC(=O)Nc1nncs1
→ 100.0	-1
CCOc1ccccc1/C=C/c1onc(C)c1S(=O)(=O)N1CCC(C(=O)N(CC)CC)CC1
→ 101.0	-0.6
Cc1cc(NC(=O)C(C)c2c(C)n[nH]c2C)no1 (centres undefined)
→ 100.0	-0.5
COc1ccc(OC)c(NC(=O)c2cn3c4c(ccc(Cl)c4c2=O)OC(C)C3)c1 (centres undefined)
→ 110.0	0.1
COc1ccccc1Nc1cc(C)nc2nc(-c3ccccc3)nn12
→ 105.0	-0.1
CC(C)(C)C1CCc2c(sc(NC(=O)c3ccccc3F)c2C(=O)NCc2ccco2)C1 (centres undefined)
→ 100.0	-1.4
Cc1ccc(-c2cn3cccnc3n2)cc1NC(=O)Nc1ccc(F)cc1
→ 107.0	0.5
O=C(O)c1c2c(nc3ccccc13)C(=O)N(C1CCCCC1)C2
→ 99.0	-1.6
O=C(Cc1ccc(NC(=O)N2CCCCc3ccccc32)cc1)NCc1ccccc1
→ 103.0	0

# (next part)
# Value order: Polio RdRp inh	Polio RdRp inh FP z-score
CCCOc1ccc(C2C(=O)N(C3CCCCC3)CC(=O)N2CCC2=CCCCC2)cc1OC (centres undefined)
→ 111.0	0.4
O=C(CCSCc1ccc(Cl)cc1)Nc1cccnc1
→ 102.0	-0.1
Cc1nc2c(c(C)nn2-c2ccccc2)c(C)c1CCC(=O)Nc1ccc(F)cc1
→ 112.0	1
CCN(CC)C(=O)Cc1cccs1
→ 105.0	0.1
O=C(c1cc2ccc3cccnc3c2[nH]1)N1CCN(c2cccc(C(F)(F)F)c2)CC1
→ 109.0	0.2
Cn1c(C(=O)NCCc2ccccc2)cc2sc(Cl)cc21
→ 108.0	1.1
CS(=O)(=O)C1=NN2C(=N)/C(=C\c3ccc(-c4ccc(Cl)cc4)o3)C(=O)N=C2S1
→ 100.0	-0.1
CC(=NCc1ccccn1)c1c(O)c2ccccc2n(-c2ccccc2)c1=O
→ 104.0	0.1
O=C(Nc1ccc(Cl)c(Cl)c1)C1C2CC/C=C\CCC21 (centres undefined)
→ 110.0	0.8
Brc1[nH]nc2ccccc12
→ 103.0	0.4
CC1(C)C=C(c2ccc(C3=CC(C)(C)NC(C)(C)C3)s2)CC(C)(C)N1
→ 103.0	0.3
CC(C)c1cc(C(=O)NCc2ccc(F)cc2)no1
→ 108.0	0.7
CCOP(C)(=O)C1(C#N)CC1 (centres undefined)
→ 103.0	0.2

# An excerpt, so the mix of outcomes need not match the whole.
